EphB4 ephrin blk: antagonists of human EphB4-ephrin-B2 interaction; inhibition, % at 7 µM; 97,000 tested, 0.15% active; P54760; EphB4 LBD / TNYL-RAW-Alexa532 peptide, fluorescence polarization;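 active = inhibition above the screen-wide mean inhibition plus 3 SD, cut at about 15% in these data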;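 also: 0% = DMSO wells and 100% = excess unlabeled TNYL-RAW peptide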
Target sequence (P54760 whole entry, looked up, the tested form may be a part): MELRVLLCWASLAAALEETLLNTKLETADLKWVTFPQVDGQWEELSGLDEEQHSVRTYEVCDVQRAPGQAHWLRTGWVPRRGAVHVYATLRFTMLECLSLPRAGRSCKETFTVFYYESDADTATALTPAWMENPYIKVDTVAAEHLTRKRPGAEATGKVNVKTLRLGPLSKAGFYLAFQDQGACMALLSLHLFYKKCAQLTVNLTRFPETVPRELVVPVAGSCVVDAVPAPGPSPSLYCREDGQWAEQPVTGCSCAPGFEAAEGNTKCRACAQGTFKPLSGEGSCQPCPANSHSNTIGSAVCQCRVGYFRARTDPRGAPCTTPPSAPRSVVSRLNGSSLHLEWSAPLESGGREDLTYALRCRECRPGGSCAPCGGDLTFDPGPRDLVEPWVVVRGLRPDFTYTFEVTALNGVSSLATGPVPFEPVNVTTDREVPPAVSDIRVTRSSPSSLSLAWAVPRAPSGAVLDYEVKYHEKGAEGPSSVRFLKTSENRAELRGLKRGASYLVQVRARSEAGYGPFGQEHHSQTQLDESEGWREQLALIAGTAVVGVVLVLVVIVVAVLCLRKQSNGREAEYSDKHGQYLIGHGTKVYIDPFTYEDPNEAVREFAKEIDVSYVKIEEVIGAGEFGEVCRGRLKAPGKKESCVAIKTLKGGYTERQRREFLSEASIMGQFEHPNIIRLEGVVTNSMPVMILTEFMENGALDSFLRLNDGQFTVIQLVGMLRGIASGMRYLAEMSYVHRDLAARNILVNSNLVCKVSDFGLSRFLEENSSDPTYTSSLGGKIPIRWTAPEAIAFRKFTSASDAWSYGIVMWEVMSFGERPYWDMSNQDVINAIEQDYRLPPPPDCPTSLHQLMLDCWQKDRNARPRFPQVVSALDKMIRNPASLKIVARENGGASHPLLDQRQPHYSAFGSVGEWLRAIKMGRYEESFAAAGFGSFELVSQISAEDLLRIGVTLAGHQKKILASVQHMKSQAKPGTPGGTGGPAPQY
HIV Rev-RRE inh: inhibitors of HIV-1 Rev-RRE RNA interaction. P05866. Rev peptide-RRE RNA binding, FRET. inhibition, % at 8 µM. 97,000 tested, 0.79% active. AID 704;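 active = inhibition above the screen-wide mean plus 3 SD, cut at about 35% in these data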;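 also: 0% = median DMSO wells and 100% = median Neomycin B control wells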
Target sequence (P05866 whole entry, looked up): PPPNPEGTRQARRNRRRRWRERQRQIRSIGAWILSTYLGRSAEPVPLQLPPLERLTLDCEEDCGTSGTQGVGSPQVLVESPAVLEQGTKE
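Test system – labelled RRE RNA duplex and labelled Rev peptide · Signal – fluorescein-to-Cy5 FRET, 480 nm excitation · Evaluation – % inhibition of FRET ratio versus controls · Benchmarks – DMSO low control, neomycin B high control · Incubation – 5 min RNA-compound premix plus 15 min binding step, 25 °C · Medium – HEPES pH 7.5 salt buffer with EDTA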
Candida biofilm: kills Candida albicans biofilms; 85,000 tested, 0.14% active; inhibition, % at 6 µM; C. albicans biofilm + clotrimazole, Alamar Blue; AID 834;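 active = inhibition above 20%; inactive = inhibition below 20%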;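 also: preformed 24 hr biofilms exposed to compound for 48 hr; 0% = biofilm without compound and 100% = blank killed by clotrimazole plus chlorhexidine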
Plk1 PBD FP: inhibitors of human Plk1 polo box domain binding. P53350. inhibition, %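 (tested at about 20 µM)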. 97,000 tested, 0.13% active. Plk1 PBD phosphopeptide binding, fluorescence polarization; in the data active = inhibition above about 34%, passing the limit was not always enough
PTPN22 inh 2: blocks human PTPN22 phosphatase activity | Q9Y2R2 | 96,000 tested, 0.21% active | AID 640 | inhibition, % at 2 µM | recombinant LYP catalytic domain, DiFMUP fluorescence;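 active = inhibition at 2 µM at or above a set limit, the screen mean plus 3 SD, cut at about 24% in these data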;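 also: 0% = DMSO with enzyme and 100% = enzyme fully blocked by orthovanadate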
PLK1 kinase inh: inhibitors of human PLK1 kinase | 97,000 tested, 0.53% active | recombinant PLK1 kinase, TR-FRET peptide phosphorylation | P53350 | inhibition, % at 10 µM | AID 619;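 active = inhibition of 50% or more in the single-concentration screen; inactive = inhibition below 50%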;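 also: 0% = DMSO max control and 100% = H-89 dihydrochloride min control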
CYP2C9 activ: increases human cytochrome P450 2C9 activity | 96,000 tested, 1.4% active | P11712 | activation factor at 5 µM | recombinant CYP2C9, luciferin-H conversion, luminescence; hits give high values; factor 1 = untreated enzyme, 0 = blocked;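 active = activation factor of 2 or more for CYP2C9 at a 5 µM dose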;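 also: 0 = sulfaphenazole-blocked wells and 1 = vehicle-only wells; values of inactives mirror those of a sister screen read the other way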
CYP2C9 inhib: inhibitors of human CYP2C9 | inhibition, % at 5 µM | 96,000 tested, 20% active | AID 777 | P11712 | CYP2C9 Supersomes, luciferin-H conversion, luminescence;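 active = blocking of liver enzyme CYP2C9 beyond about 50% at 5 µM, limit read from the data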; also: values of inactives mirror those of a sister screen read the other way
PTPN22 act: activators of human LYP (PTPN22) phosphatase. recombinant LYP, DiFMUP fluorescence; 0 = plate median, 100 = signal doubled. activation, % at 2 µM. 96,000 tested, 0.11% active. AID 697;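 active = activation at 2 µM above a set limit, the mean plus 5 SD, cut at about 37% in these data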
* marks the source's active call; other numbers are inactive results; / = no result given.

SMILES	EphB4 ephrin blk	HIV Rev-RRE inh	Candida biofilm	Plk1 PBD FP	PTPN22 inh 2	PLK1 kinase inh	CYP2C9 activ	CYP2C9 inhib	PTPN22 act
CCc1ccc(N(C(=O)Cc2cccs2)C(C(=O)NC2CCCCC2)c2cn(C)nc2C)cc1 (stereo not drawn)	0	3	/	-1	3	-21	0.6	40	1
CC(=O)Nc1ccc(C(=O)CSc2ncn(-c3ccccc3)n2)cc1	-14	0	0	-18	-8	84*	0.3	75*	6
CCOC(=O)CSc1nc2sc3c(c2c(=O)[nH]1)CC(C)(C)OC3	8	5	-5	-1	-10	-13	0.8	15	8
C=CCOC(=O)C1=C(C)Nc2nc3ccccc3n2C1c1ccncc1 (stereo not drawn)	1	2	5	-4	-5	12	0.4	58*	3
CCSc1ccccc1C(=O)Nc1cc(C)on1	6	5	8	-9	-7	-10	1.1	-10	6
CCOc1ccc2[nH]c(=O)c(CN(CCO)C(=O)c3ccccc3F)cc2c1	-9	0	6	5	2	1	0.9	15	-4
CCc1[nH]nc2c1C(c1ccncc1)C(C#N)=C(N)O2 (stereo not drawn)	-1	11	5	17	11	20	0.3	69*	-7
COc1ccc(C(=O)Nn2c(C)nnc2-n2nc(C)cc2C)cc1OC	-6	3	6	12	1	2	/	/	-6
Cc1ccc(Nc2nc(N)nc(CN3CCCCCC3)n2)cc1	1	-3	5	22	2	-8	1.1	-14	0
CC1CCCC(C)N1C(=O)c1cc(-c2ccc(Cl)c(Cl)c2)on1 (stereo not drawn)	-4	11	/	-3	5	-13	1.2	-25	-7
Cc1noc(C(=O)NCc2ccc(F)cc2)c1Cl	-4	4	1	-4	-5	-4	1.1	-14	3
CC(C)CNc1oc(-c2ccc(F)cc2)nc1C#N	2	7	3	-13	1	5	0.6	40	-3
COC(=O)CSc1nc2cc(OC)ccc2cc1C#N	-11	8	6	-5	0	87*	0.6	41	0
Cc1ccc(CNC(=O)c2cccc(OCc3c(C)noc3C)c2)cc1	1	10	/	6	2	-9	0.7	29	-4
CNc1nc(N)c(C(=O)C(C)(C)C)s1	10	10	4	-9	-3	33	0.6	42	0
Cc1ccc(SC(C)C(=O)Nc2c(C)n(C)n(-c3ccccc3)c2=O)cc1 (stereo not drawn)	2	2	4	8	-1	6	0.9	7	-1
Cc1cc(/C=C2\C(=N)N3C(SCc4ccccc4)=NSC3=NC2=O)c(C)n1Cc1ccccc1	8	7	5	-3	3	-9	0.8	23	-2
CCc1nc(SCc2cccnc2)c2c(=O)n(C)c(=O)n(C)c2n1	-5	3	3	-11	/	26	0.6	42	/
Cc1cnc(NC(=O)COc2ccccc2Cl)s1	1	8	8	-5	-1	0	0.9	12	0
O=c1[nH]n(-c2cccc(Cl)c2)c2ncccc12	-2	1	/	3	-1	-16	1.1	-11	4
O=C(Nc1nnc(C(F)(F)F)s1)c1cccnc1	0	6	7	3	-5	-12	/	/	2
CCN1CCN(C(=S)Nc2ccc(Cl)cc2Cl)CC1	-3	-2	5	-10	2	-30	0.8	17	1
CCOC(=O)c1c(NC(=O)CSc2ncn[nH]2)sc(C)c1C	-3	9	4	-19	1	-4	0.1	85*	3
CCOc1cccc(N2C(=O)CC(N(CCc3ccc(OC)c(OC)c3)C(=O)CC)C2=O)c1 (stereo not drawn)	8	5	6	-6	-4	-2	0.7	27	-1
COC(=O)Cn1ncc2c(C)n(Cc3ccccc3)c(C)c2c1=O	2	5	7	-9	-4	-14	0.6	40	2

Record cards, as listed above.
`CCc1ccc(N(C(=O)Cc2cccs2)C(C(=O)NC2CCCCC2)c2cn(C)nc2C)cc1` (stereo not drawn) across the screens: EphB4 ephrin blk = 0; HIV Rev-RRE inh = 3; Candida biofilm = /; Plk1 PBD FP = -1; PTPN22 inh 2 = 3; PLK1 kinase inh = -21; CYP2C9 activ = 0.6; CYP2C9 inhib = 40; PTPN22 act = 1
`Cc1cnc(NC(=O)COc2ccccc2Cl)s1` across the screens: EphB4 ephrin blk = 1; HIV Rev-RRE inh = 8; Candida biofilm = 8; Plk1 PBD FP = -5; PTPN22 inh 2 = -1; PLK1 kinase inh = 0; CYP2C9 activ = 0.9; CYP2C9 inhib = 12; PTPN22 act = 0

Further results follow.
SMILES	EphB4 ephrin blk	HIV Rev-RRE inh	Candida biofilm	Plk1 PBD FP	PTPN22 inh 2	PLK1 kinase inh	CYP2C9 activ	CYP2C9 inhib	PTPN22 act
CCOC(=O)c1cc(CC)sc1NC(=O)c1ccc(N2C(=O)CCC2=O)cc1	-1	3	/	-3	5	-20	1	1	-2
COc1ccc(NC(=O)OC(CN2CCCCC2)C(F)(F)F)cc1 (stereo not drawn)	11	2	/	-7	-2	-12	0.4	64*	4
O=C(O)CCC(=O)Nc1nnc(C(F)(F)F)s1	2	6	3	14	1	-10	1.1	-5	-3
COc1ccc(CCNC(=O)c2sc(=S)n(C)c2N)cc1	0	4	10	26	-1	-3	0.4	60*	0
COc1ccc(C(N)CCc2ccc(C)o2)cc1 (stereo not drawn)	4	15	6	-5	2	-12	1	3	-2
CC(C)c1ccc(/C=c2\sc3nc(-c4ccncc4)nn3c2=O)cc1	-2	-2	/	-23	4	-17	0.4	58*	0
Cc1ccc(NC(=O)CN2CCC(NC(=O)Cc3ccccc3)CC2)cc1C	0	-2	/	-4	1	-10	0.7	28	1
CCOc1ccc(Cl)cc1S(=O)(=O)n1cnc2cc(C)c(C)cc21	0	2	4	-16	-4	-7	0.4	58*	7
C#CCSc1nnc(-c2cc3c(C(F)(F)F)nn(C)c3s2)n1C	1	2	/	2	1	-11	1.7	-69	2
Cc1ccc(Nc2ncnc3nc[nH]c23)cc1Cl	2	1	3	-6	-6	76*	1	-2	3
CCn1nnc(NC(=O)c2cccnc2Cl)n1	-2	11	9	23	-8	9	1	2	6
O=C1c2ccccc2C(Nc2ccc(F)c(Cl)c2)N1c1ccccn1 (stereo not drawn)	3	13	13	-18	-11	-3	0.9	8	8
CCOC(=O)C(CCC(=O)O)(CCC(C)C)c1csc(N)n1 (stereo not drawn)	7	8	-5	-12	3	-8	0.8	16	-2
CC(=O)c1cnc(SCCN2C(=O)c3ccccc3C2=O)nc1C	0	-10	/	9	-5	-3	0.9	14	8
COc1cc(NC(=O)CN2C(=O)c3ccccc3C2=O)c(C(=O)O)cc1OC	6	4	/	1	-2	-10	1	3	3
Cc1sc(NC(=O)c2ccco2)c(CN2CCN(c3ccc(F)cc3)CC2)c1C	7	0	/	12	2	-9	0.5	48	-2
Cc1cc(C)c(C#N)c(SCC(=O)Nc2ccc3c(c2)OCO3)n1	4	0	5	8	5	-14	1	0	-2
CCN(CC)S(=O)(=O)c1cccc(C(=O)NC(C(=O)Nc2nnc(C)s2)C(C)C)c1 (stereo not drawn)	1	6	-1	-10	8	-5	0.2	78*	-6
COc1ccc(C(=O)CC2OC(=O)c3ccccc32)cc1OC (stereo not drawn)	3	7	11	11	8	-5	/	/	-7
COc1ccc(Nc2nc(C)cc(=O)[nH]2)c(OC)c1	-1	3	/	0	-9	-8	1	-2	8
COc1ccc(CCNC(=O)CSc2nnc(CNC(=O)c3cccs3)o2)cc1OC	-1	4	6	11	-5	-8	0.8	18	8
CCOC(=O)c1[nH]c2ccccc2c1NC(=O)c1cc(OC)c(OC)c(OC)c1	-4	6	0	-10	6	-8	/	/	-6
CCCNC(=O)Cn1cnc2sc(C(=O)Nc3ccc4c(c3)OCO4)c(C)c2c1=O	-3	0	/	21	-5	-4	1	2	3
O=C(O)CCCCCNS(=O)(=O)c1ccc(Cl)cc1	2	7	2	-4	1	-8	1.2	-22	-3
O=C(Nc1ccc(OC(=O)c2ccccc2)c(-c2nc3ccccc3s2)c1)c1ccccc1	-4	4	/	48	-2	-7	1	-3	4
N#CC(C(=O)NCc1ccco1)c1nc2ccccc2nc1N1CCOCC1 (stereo not drawn)	3	5	3	-3	-8	-7	0.1	88*	6
O=C(CCc1nc2ccccc2c(=O)[nH]1)OCC(=O)N1CCN(S(=O)(=O)c2ccccc2)CC1	-3	2	10	-1	-4	-14	0.9	12	1
Cc1scc(C(=O)NNC(=S)NCC2CCCO2)c1C (stereo not drawn)	-2	0	/	33	10	-6	0.9	9	-7
CCOC(=O)c1cc(-c2ccncc2)nc2c1c(C)nn2C	-7	2	5	10	-1	4	0.5	50*	-1
COc1ccc(C(=O)C(CN2CCOCC2)c2ccccc2)cc1F (stereo not drawn)	-2	0	8	12	-4	-2	0.9	11	3
CCCCn1c(SCC(=O)NCc2ccco2)nc2c1c(=O)n(C)c(=O)n2C	2	4	-3	-6	3	-12	/	/	-3
CCCn1c(CNc2ccc(Br)cc2)nc2ccccc21	4	22	-3	11	3	-1	0.1	92*	-3
Cn1c(SCC(=O)Nc2nccs2)nnc1-c1ccncc1	-7	4	9	-2	-7	24	0.7	32	4
O=C(NC1CCCCC1)C(c1ccco1)N(CCc1ccccc1)C(=O)C(F)(F)F (stereo not drawn)	-4	3	4	-12	6	0	/	/	-8
COCCNC(=O)CSc1nc2ccccc2c(=O)n1CCCC(=O)NCc1ccccc1	0	-1	5	9	-9	-9	0.3	70*	6
CC(c1nnnn1C1CCCCC1)N(Cc1ccccc1)Cc1cccnc1 (stereo not drawn)	2	6	/	3	-2	-11	/	/	-2
CCCCC(=O)Nc1ccc(C(=O)Nc2nc(CC(=O)OCC)cs2)cc1	0	12	9	7	-2	-8	0.3	68*	4
CC(=O)Nc1ccc(Nc2ncnc3c2cnn3-c2cccc(C)c2)cc1	7	10	/	-17	6	-1	0.9	10	-4
O=c1oc(-c2ccc(Br)o2)nc2ccccc12	-3	2	3	16	-15	-6	0.9	7	14
Cc1[nH]nc(N=CC2=C(O)CC(C)(C)CC2=O)c1-c1ccccc1	7	7	0	-1	11	5	0.6	36	-7
Cc1cc(Cl)c(S(=O)(=O)NC(C(=O)O)c2ccccc2)cc1OCC(N)=O (stereo not drawn)	5	8	7	-13	-6	-11	0.9	12	5
Cc1ccnc(N2C(=O)C3C4CC(C(Br)C4Br)C3C2=O)c1 (stereo not drawn)	9	2	/	-32	4	-4	1	-4	1
CC(C)CNC(=S)NNC(=O)c1csc2c1CCC(C)C2 (stereo not drawn)	6	3	/	11	8	-8	0.9	6	-5
CCOC(=O)c1cc(NC(=O)Nc2ccc(OC)c(OC)c2)c(C)nc1C	3	2	3	11	-8	-8	0.6	38	3
COc1ccc(CCNC(=S)NC(=O)/C=C/c2ccc(C)cc2)cc1OC	-1	-3	/	-12	6	-6	/	/	-4
CC(=O)Nc1cccc(NS(=O)(=O)Cc2ccc(Cl)cc2)c1	-7	4	3	1	-4	-12	1.3	-26	3
O=S1CC/C(=N\O)c2ccccc21 (stereo not drawn)	5	9	7	-16	0	-3	/	/	0
Cc1sc(NC(=O)CSc2nnnn2C2CCCC2)c(C#N)c1C	5	4	0	-8	-4	-3	0.9	9	2
Cc1ccc(-n2c(CSc3nc(C)cc(C)n3)nnc2SCC(=O)N2CCCC2)cc1	2	3	6	32	-2	-5	1	3	0
COCC(C)n1c(C)cc(C(=O)COC(=O)c2nc3nc(C)cc(C)n3n2)c1C (stereo not drawn)	3	8	0	-14	-2	-9	1.2	-23	-1
CC1CC(C)CN(C(=O)CCCn2c(=S)[nH]c3ccccc3c2=O)C1 (stereo not drawn)	2	3	-2	3	5	-3	0.6	39	-7
CCOc1ccc(Oc2cc(C)nc(SC)n2)nn1	9	3	8	-9	4	-8	/	/	-7

Screens: PubChem, several laboratories
